Calb biofilm kill: kills Candida albicans biofilms; C. albicans biofilm + clotrimazole, Alamar Blue; inhibition, % at 6 µM; actives 0.14% (n = 85,000); AID 834;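 active = inhibition above 20%; inactive = inhibition below 20%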;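 note: preformed 24 hr biofilms exposed to compound for 48 hr; 0% = biofilm without compound and 100% = blank killed by clotrimazole plus chlorhexidine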
CYP2C9 inh: inhibitors of human CYP2C9. AID 777. CYP2C9 Supersomes, luciferin-H conversion, luminescence. actives 20% (n = 96,000). inhibition, % at 5 µM;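 active = blocking of liver enzyme CYP2C9 beyond about 50% at 5 µM, limit read from the data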; note: values of inactives mirror those of a sister screen read the other way
Target sequence (P11712 whole entry, looked up): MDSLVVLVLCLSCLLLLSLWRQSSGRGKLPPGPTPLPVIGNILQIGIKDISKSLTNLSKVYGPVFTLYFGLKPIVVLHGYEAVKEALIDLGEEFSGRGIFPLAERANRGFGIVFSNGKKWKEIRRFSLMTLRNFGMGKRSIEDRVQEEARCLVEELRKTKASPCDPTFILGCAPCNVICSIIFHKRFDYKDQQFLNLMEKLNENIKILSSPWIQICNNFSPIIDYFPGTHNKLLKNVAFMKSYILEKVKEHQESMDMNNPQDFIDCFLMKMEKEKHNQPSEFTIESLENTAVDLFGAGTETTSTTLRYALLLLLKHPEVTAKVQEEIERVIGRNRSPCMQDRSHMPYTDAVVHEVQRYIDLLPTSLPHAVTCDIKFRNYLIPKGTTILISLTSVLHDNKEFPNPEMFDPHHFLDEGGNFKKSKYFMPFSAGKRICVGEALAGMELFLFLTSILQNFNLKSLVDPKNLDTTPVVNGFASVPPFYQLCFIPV
CYP2C19 activ: cytochrome P450 2C19 (human) activation; P33261; recombinant CYP2C19, luciferin-H EGE luminescence; stronger effect = higher value; 0 = fully inhibited enzyme, 1 = untreated enzyme; activation factor at 5 µM; 96,000 tested, under 10 active; AID 1025;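 active = activation factor of at least 2 at 5 µM in the primary screen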;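 note: 0 = wells with 2.5 mM tranylcypromine and 1 = vehicle-only wells; values of inactives mirror those of a sister screen read the other way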
CYP2C9 act: increases human cytochrome P450 2C9 activity | recombinant CYP2C9, luciferin-H conversion, luminescence; stronger effect = higher value; factor 1 = untreated enzyme, 0 = blocked | activation factor at 5 µM | actives 1.4% (n = 96,000) | AID 1024;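 active = activation factor of 2 or more for CYP2C9 at a 5 µM dose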;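 note: 0 = sulfaphenazole-blocked wells and 1 = vehicle-only wells; values of inactives mirror those of a sister screen read the other way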
IL1B cytotox: toxic to HUVEC cells under IL-1B stimulation; HUVEC cell count loss, Hoechst imaging, IL-1B stimulated; cell count reduction, % at 2 µM; actives 0.41% (n = 94,000); AID 845;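 active = cell count reduction more than 3 SD above the screen-wide mean, cut at about 70% in these data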;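 note: normalized per plate to untreated control cells as the no-loss baseline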
DAT uptake mod: modulates human dopamine transporter uptake under cocaine | actives 1.3% (n = 110,000) | Q01959 | AID 449768 | LLC-PK1 hDAT cells, [14C]-dopamine uptake with cocaine IC80; actives deviate in either direction | B-score at 10 µM;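 active = Z score or B-score, a plate-position-corrected score, falls beyond the plate's 99.7% confidence bounds, in either direction; inactive = both scores lie inside the 99.7% bounds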;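 note: scored against the spread of the other compound wells on the same plate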
Target sequence (Q01959 whole entry, looked up): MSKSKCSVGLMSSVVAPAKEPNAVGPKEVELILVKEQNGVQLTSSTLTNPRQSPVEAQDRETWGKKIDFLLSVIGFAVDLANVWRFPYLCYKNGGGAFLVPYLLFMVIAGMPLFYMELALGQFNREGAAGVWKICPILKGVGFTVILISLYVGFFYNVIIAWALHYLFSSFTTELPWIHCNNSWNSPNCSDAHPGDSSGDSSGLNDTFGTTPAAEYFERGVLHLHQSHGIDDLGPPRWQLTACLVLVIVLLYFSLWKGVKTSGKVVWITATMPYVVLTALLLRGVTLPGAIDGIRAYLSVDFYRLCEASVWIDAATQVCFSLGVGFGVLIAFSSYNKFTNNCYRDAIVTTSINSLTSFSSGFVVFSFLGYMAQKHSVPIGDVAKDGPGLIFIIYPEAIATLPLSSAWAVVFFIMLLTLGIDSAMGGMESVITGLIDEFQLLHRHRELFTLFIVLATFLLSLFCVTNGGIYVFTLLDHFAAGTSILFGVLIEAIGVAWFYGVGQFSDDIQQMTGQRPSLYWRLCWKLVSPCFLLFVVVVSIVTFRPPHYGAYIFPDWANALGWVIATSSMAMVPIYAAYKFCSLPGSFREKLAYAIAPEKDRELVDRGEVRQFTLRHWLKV
VCAM1 TNFa inh: reduces TNF alpha induced VCAM1 expression in HUVEC | inhibition, % at 2 µM | AID 802 | HUVEC TNFa-induced VCAM-1 immunofluorescence, high-content imaging | actives 0.48% (n = 95,000);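 active = inhibition above the batch mean plus 3 SD, with images confirmed as a hit by eye, cut at about 37% in these data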;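 note: 0% = TNF-stimulated DMSO wells and 100% = unstimulated control wells; not every result past the cut was called active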
CYP2C19 inhib: blocks human cytochrome P450 2C19; P33261; CYP2C19 Supersomes, luciferin-H EGE luminescence, 30 min; inhibition, % at 5 µM; actives 21% (n = 96,000); AID 778;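 active = CYP2C19 inhibition above a set limit at 5 µM in the primary screen, cut at about 50% in these data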;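 note: plate controls were negative control wells for no effect and 2.5 mM tranylcypromine positive control for full effect; values of inactives mirror those of a sister screen read the other way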
HUVEC tox TNFa: toxic to HUVEC cells under TNF alpha stimulation | HUVEC TNFalpha-stimulated, Hoechst cell count, imaging | cell count reduction, % at 2 µM | actives 0.17% (n = 93,000) | AID 848;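 active = cell count reduction exceeding the screen mean by over 5 SD, scaled to untreated wells per plate, cut at about 78% in these data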;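 note: cells counted after 24 h of TNF alpha exposure following the 1 h pretreatment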
Numbers without * were called inactive; / = not tested or not shown.

SMILES	Calb biofilm kill	CYP2C9 inh	CYP2C19 activ	CYP2C9 act	IL1B cytotox	DAT uptake mod	VCAM1 TNFa inh	CYP2C19 inhib	HUVEC tox TNFa
Cc1ccc(S(=O)(=O)CCC(=O)OCC(=O)Nc2ncc(Cl)cc2Cl)cc1	4	-10	0.9	1.1	-62	0.24	2	9	-45
O=C(C1CCCCC1)N1CCCC(c2nc(-c3ccc(F)cc3)no2)C1 (stereo unspecified)	6	48	0.7	0.5	21	0.33	-5	31	-5
O=C(Nc1nnc(/N=C/c2ccco2)s1)c1ccc(F)cc1	7	-1	1.1	1	-18	0.22	-20	-7	-28
COCc1cc(C2C(C(=O)c3ccco3)=C(O)C(=O)N2CCOCCO)ccc1O (stereo unspecified)	/	-4	1.2	1	-30	-0.83	10	-17	-15
O=C(Nc1cccc(-c2nc3cccnc3s2)c1)c1ccco1	8	-25	1	1.3	5	1.9	6	5	-6
Cc1cc(C)c(C#N)c(SCc2cc3c(cc2Cl)OCO3)n1	4	28	0.9	0.7	-14	0.55	-6	6	-2
COC(=O)c1ccc(NCC(=O)c2ccccc2)cc1	5	49	0.4	0.5	/	0.74	/	64*	/
CN(c1ccc(C(=O)N2CCCCC2)cc1)S(=O)(=O)c1ccccc1	7	23	0.9	0.8	8	-0.58	11	13	0
CCc1cc2c(=O)n(CC)c(SC(C)C(=O)Nc3c(C)n(C)n(-c4ccccc4)c3=O)nc2s1 (stereo unspecified)	2	46	0.8	0.5	-21	0.53	-12	23	-5
CC1(C)CC(N(Cc2cccs2)C(=O)c2ccco2)CCO1 (stereo unspecified)	4	11	0.6	0.9	-19	0.57	-3	43	-8
Cc1ccc(OCC(O)CN2CCN(CC(O)COc3ccc(C)cc3)CC2)cc1 (stereo unspecified)	5	4	1	1	34	0.04	8	1	-69
c1nnn(C23CC4CC(CC(C4)C2)C3)n1	0	-14	1	1.1	-18	1.5	14	-1	-11
COc1ccccc1N1CCN(C(=O)CN(c2ccccc2OC)S(=O)(=O)c2ccccc2)CC1	/	90*	0.3	0.1	-7	0.015	3	75*	-29
COc1cc2c(cc1OC)CN(S(C)(=O)=O)CC2	13	8	0.9	0.9	5	0.75	12	9	-23
Cc1cc(NC(=O)Cn2cnc3sc(C)c(-c4ccccc4)c3c2=O)no1	7	/	/	/	-2	-1.2	13	/	4
O=C(C1CC(c2ccccc2O)=NO1)N1CCCC1 (stereo unspecified)	6	4	1	1	-21	0.96	14	2	-6
C/C(Cl)=C\Cn1c(NCCc2ccccc2)nc2c1c(=O)n(C)c(=O)n2C	1	37	0.9	0.6	/	-1.1	/	12	/
O=C(OCC(=O)N1CCCC1)c1cncc(Br)c1	6	6	0.8	0.9	88*	/	-12	17	-8
O=C1OC(NC(=O)c2ccccc2)C(N2CCOCC2)=C1Cl (stereo unspecified)	-2	-7	0.5	1.1	1	0.065	8	53*	-24
O=C(O)C1CC(=O)N(CCc2c[nH]c3ccccc23)C1 (stereo unspecified)	4	2	0.9	1	-15	1.1	18	8	-17

Printed as active in CYP2C9 inh, among the entries above:
compound,CYP2C9 inh,CYP2C19 activ,CYP2C9 act,DAT uptake mod,VCAM1 TNFa inh,CYP2C19 inhib
COc1ccccc1N1CCN(C(=O)CN(c2ccccc2OC)S(=O)(=O)c2ccccc2)CC1,90*,0.3,0.1,0.015,3,75*

Further results follow.
SMILES	Calb biofilm kill	CYP2C9 inh	CYP2C19 activ	CYP2C9 act	IL1B cytotox	DAT uptake mod	VCAM1 TNFa inh	CYP2C19 inhib	HUVEC tox TNFa
N[C@@H](Cc1ccccc1)c1nnc2sc(SCc3ccccc3)nn12	6	25	0.6	0.7	-2	-0.4	/	35	/
O=C(c1ccc(Cl)cc1)c1c[nH]c(C(=O)C(Cl)(Cl)Cl)c1	8	49	0.7	0.5	-4	0.013	13	27	-5
CSc1nc2ccc3nc(NC(=O)C4COc5ccccc5O4)sc3c2s1 (stereo unspecified)	6	33	0.9	0.7	-53	0.17	7	7	-5
C=CCc1ccc(OCCCCN2CC(C)OC(C)C2)c(OC)c1 (stereo unspecified)	1	14	0.7	0.9	-2	-0.062	23	31	-6
Cc1cc(C)n(S(=O)(=O)c2cc(C)c(C)cc2C)n1	6	-4	0.8	1	-15	-0.31	-6	18	-24
Cc1c(=O)n(OCc2ccccc2F)c2ccccc2[n+]1[O-]	6	-4	0.8	1	19	0.0093	1	20	-18
CCOc1ccccc1CNCCO	9	/	/	/	-10	-0.19	4	/	-29
CCNC(=O)CSc1nc2ccccc2c(=O)n1CCCOC(C)C	5	62*	0.2	0.4	/	-0.047	/	76*	/
Cc1ccc(NC(=O)C2CCCNC2=O)nc1 (stereo unspecified)	4	-2	1.1	1	-15	0.32	16	-11	-11
CCOC(=O)c1c(C=O)c(C)n(Cc2ccc(Cl)cc2)c1C	-1	84*	0.7	0.2	12	0.3	-4	28	17
Cc1nc(N)sc1-c1nnc(SCC(=O)Nc2ccccc2C(F)(F)F)n1C	3	6	1.2	0.9	-15	-0.2	20	-18	-18
COc1ccc(NC(=O)CCC2COc3ccccc3O2)c(OC)c1 (stereo unspecified)	7	26	0.2	0.7	-43	0.5	5	83*	-15
COc1cccc(-c2nc3n(n2)C(c2ccc4c(c2)OCO4)C(C(N)=O)=C(C)N3)c1 (stereo unspecified)	4	10	0.8	0.9	-64	0.33	27	21	-29
C/C(=C\c1cc(C(=O)O)c(C)o1)CO	0	3	1	1	-8	-0.35	11	-1	-8
CN(C)S(=O)(=O)N1CCN(c2cc(Cl)ccc2Cl)CC1	3	68*	0.1	0.3	2	-0.95	-6	91*	-1
CC1CCN(c2nc3c(c(=O)n(C)c(=O)n3C)n2Cc2ccccc2)CC1	4	37	0.8	0.6	-9	0.44	22	20	-40
COc1ccc(NC(=S)NCCN2CCOCC2)c(OC)c1	/	/	/	/	19	0.79	-8	/	4
O=C(O)c1cccc(CSc2nnc(COc3ccccc3)o2)c1	9	4	0.9	1	-17	-0.12	0	9	-14
O=C(NC1CCCC1)C1C2C=CC(C2)C1C(=O)N1CCOCC1 (stereo unspecified)	-4	8	0.9	0.9	83*	-0.15	-9	8	-24
O=C(NCc1ccncc1)Nc1ccc(F)cc1	1	79*	0.1	0.2	5	0.4	-19	92*	-19
Cc1ccc(NC(=S)NC2CC3CCC(C2)N3Cc2ccco2)c(C)c1 (stereo unspecified)	/	-1	1	1	6	0.96	-5	2	-14
CCCCCCNC(=O)c1cc(-c2ccco2)nc2ccccc12	6	/	/	/	-4	1.3	4	/	18
CSC1=C(C#N)C(CC(C)C)C2=C(CCCC2=O)N1 (stereo unspecified)	6	22	0.7	0.8	-24	-0.72	3	35	-31
COc1ccc(C(=O)Oc2cccnc2)cc1	1	18	0.7	0.8	-3	0.033	-10	33	4
C/C(=N\NC(=O)c1ccc(F)cc1)c1cccc(NC(=O)c2ccco2)c1	/	-20	0.9	1.2	17	0.73	6	14	-7
CCOC(=O)C1=C(CN2CCc3ccccc32)NC(=O)NC1c1cc(C)ccc1C (stereo unspecified)	/	/	/	/	12	-1.2	5	/	0
OCCN(Cc1ccccc1)CC1CCCCC1	7	-5	1	1	6	0.061	2	2	-17
CCOC(=O)c1sc2nc(CC(=O)OC)nc(N3CCN(c4ccccn4)CC3)c2c1C	8	85*	0.3	0.2	-26	0.49	6	68*	-31
COc1ccc(-c2cc(-c3ccc(OC)cc3)c(C#N)c(SC)n2)cc1	-1	/	/	/	-3	-0.12	0	/	-19
Cc1cccc(-c2noc(-c3ccc(F)cc3)n2)c1	7	8	0.7	0.9	-23	-0.61	19	33	-34
CC12CCC(=O)N1C(C(=O)OCC(=O)Nc1sccc1C#N)CS2 (stereo unspecified)	2	30	0.9	0.7	-14	-0.13	3	14	-12
CCCc1nc2oc3c(OC)ncnc3c2c2c1COC(C)(C)C2	5	42	0.9	0.6	-16	1.1	4	9	-37
CCOC(=O)CC(=O)CSc1ccc2nnc(-c3ccc(C)cc3)n2n1	/	55*	0.9	0.5	13	0.89	24	14	-21
CCOc1ncccc1C(=O)OCc1ccc(C(=O)OC)o1	9	12	0.8	0.9	-6	0.098	-2	24	-26
CCc1ccc(OCC(=O)NCCOc2ccccc2)cc1	1	50*	0.7	0.5	-12	-0.85	2	30	-40
CCSc1nc2ccccc2n1C(=O)/C=C\c1ccc(OC)c(OC)c1	/	10	1	0.9	-10	-1	94*	4	22
CCN(CC)S(=O)(=O)c1cc(C(=O)Nc2ccc(Cl)cn2)ccc1C	2	80*	0.2	0.2	/	0.5	/	81*	/
CC1CC(C)CN(C(=O)CN2CCN(Cc3ccc(Cl)cc3)C2=O)C1 (stereo unspecified)	9	0	0.6	1	/	2	6	37	-18
O=C(c1nn(Cc2ccccc2)c(=O)c2ccccc12)N1CCc2ccccc2C1	6	40	0.7	0.6	4	0.006	-10	33	14
CC(C)CSc1nnc(N)s1	11	-10	0.8	1.1	-10	/	-7	19	-14

Shown in markdown: part of the list above.
| Structure | Calb biofilm kill | CYP2C9 inh | CYP2C19 activ | CYP2C9 act | IL1B cytotox | DAT uptake mod | VCAM1 TNFa inh | CYP2C19 inhib | HUVEC tox TNFa |
| --- | --- | --- | --- | --- | --- | --- | --- | --- | --- |
| Cc1ccc(S(=O)(=O)CCC(=O)OCC(=O)Nc2ncc(Cl)cc2Cl)cc1 | 4 | -10 | 0.9 | 1.1 | -62 | 0.24 | 2 | 9 | -45 |
| O=C(C1CCCCC1)N1CCCC(c2nc(-c3ccc(F)cc3)no2)C1 (stereo unspecified) | 6 | 48 | 0.7 | 0.5 | 21 | 0.33 | -5 | 31 | -5 |
| O=C(Nc1nnc(/N=C/c2ccco2)s1)c1ccc(F)cc1 | 7 | -1 | 1.1 | 1 | -18 | 0.22 | -20 | -7 | -28 |
| COCc1cc(C2C(C(=O)c3ccco3)=C(O)C(=O)N2CCOCCO)ccc1O (stereo unspecified) | / | -4 | 1.2 | 1 | -30 | -0.83 | 10 | -17 | -15 |
| O=C(Nc1cccc(-c2nc3cccnc3s2)c1)c1ccco1 | 8 | -25 | 1 | 1.3 | 5 | 1.9 | 6 | 5 | -6 |
| Cc1cc(C)c(C#N)c(SCc2cc3c(cc2Cl)OCO3)n1 | 4 | 28 | 0.9 | 0.7 | -14 | 0.55 | -6 | 6 | -2 |
| COC(=O)c1ccc(NCC(=O)c2ccccc2)cc1 | 5 | 49 | 0.4 | 0.5 | / | 0.74 | / | 64* | / |
| CN(c1ccc(C(=O)N2CCCCC2)cc1)S(=O)(=O)c1ccccc1 | 7 | 23 | 0.9 | 0.8 | 8 | -0.58 | 11 | 13 | 0 |
| CCc1cc2c(=O)n(CC)c(SC(C)C(=O)Nc3c(C)n(C)n(-c4ccccc4)c3=O)nc2s1 (stereo unspecified) | 2 | 46 | 0.8 | 0.5 | -21 | 0.53 | -12 | 23 | -5 |
| CC1(C)CC(N(Cc2cccs2)C(=O)c2ccco2)CCO1 (stereo unspecified) | 4 | 11 | 0.6 | 0.9 | -19 | 0.57 | -3 | 43 | -8 |
| Cc1ccc(OCC(O)CN2CCN(CC(O)COc3ccc(C)cc3)CC2)cc1 (stereo unspecified) | 5 | 4 | 1 | 1 | 34 | 0.04 | 8 | 1 | -69 |
| c1nnn(C23CC4CC(CC(C4)C2)C3)n1 | 0 | -14 | 1 | 1.1 | -18 | 1.5 | 14 | -1 | -11 |

Source: PubChem BioAssay (several laboratories)
